Apoferritin bind: binds horse apoferritin like a general anesthetic. Potency, µM (top dose mostly 77.5 µM), for the others: at the highest dose activity change, negative = displacement, actives largely listed as inhibitors. 0.074% of 350,000 active. apoferritin/1-aminoanthracene competitive binding, fluorescence. P02791; note: potency is the fitted concentration of half-maximal effect; % is set by controls: 0 for no effect and ±100 for the full control effect; nearly all actives have a fitted effect of over 20% in size
Target sequence (P02791 2-175 limits assumed): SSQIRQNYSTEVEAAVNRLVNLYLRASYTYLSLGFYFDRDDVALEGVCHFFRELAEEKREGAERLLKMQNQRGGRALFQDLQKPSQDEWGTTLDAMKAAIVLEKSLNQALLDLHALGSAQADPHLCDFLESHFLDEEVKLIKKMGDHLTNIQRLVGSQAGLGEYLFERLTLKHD
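Read-out: endpoint 1-AMA fluorescence, excitation 380 nm and emission 535 nm, after compounds sit 10 min at room temperature with 10 uM horse-spleen apoferritin in 50% saturated 1-AMA/PBS. Values come from four-parameter Hill fits.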
RXFP1 antagonist: RXFP1 (human) relaxin receptor antagonism | Q9HBX9 | HEK293-RXFP1, relaxin-stimulated cAMP HTRF, 30 min; hits give low values | activity change, negative = inhibition, % at 57.5 µM | 0.59% of 350,000 active;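 active = activity change of -60% or lower, but not beyond a set lower limit; inconclusive = change between -60% and -40%, or beyond the set limit; inactive = change above -40%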; note: % is set by controls: 0 for no effect and ±100 for the full control effect
RXFP1 agonist: activates the human relaxin receptor RXFP1; Q9HBX9; HEK293T-RXFP1 cAMP TR-FRET, 30 min; response scale: percent of porcine relaxin response, buffer zero; Potency, µM (doses to about 57.5 µM), for inactives: top-dose activation, most hits filed as activators; 0.3% of 370,000 active; note: potency is the fitted concentration of half-maximal effect; % is set by controls: 0 for no effect and ±100 for the full control effect; nearly all actives have a fitted effect of over 60% in size; many of its hits are not listed in these tables
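HEK293T cells stably expressing RXFP1 were pretreated with the PDE4 inhibitor Ro 20174, exposed to compounds for 30 min at 37C, lysed, and cAMP was read by TR-FRET. Data normalized to buffer (basal) and 29 nM porcine relaxin (100%).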
D2 PAM: D2 dopamine receptor (human) potentiation | P14416 | HEK293 T-REx D2, calcium flux, EC20 dopamine potentiation | potentiation, % at 10 µM | 0.34% of 340,000 active | AID 485347;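 active = potentiation over 3 SD above the plate norm, cut at about 30% in these data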; note: 0% is about no effect
Target sequence (P14416 whole entry, looked up): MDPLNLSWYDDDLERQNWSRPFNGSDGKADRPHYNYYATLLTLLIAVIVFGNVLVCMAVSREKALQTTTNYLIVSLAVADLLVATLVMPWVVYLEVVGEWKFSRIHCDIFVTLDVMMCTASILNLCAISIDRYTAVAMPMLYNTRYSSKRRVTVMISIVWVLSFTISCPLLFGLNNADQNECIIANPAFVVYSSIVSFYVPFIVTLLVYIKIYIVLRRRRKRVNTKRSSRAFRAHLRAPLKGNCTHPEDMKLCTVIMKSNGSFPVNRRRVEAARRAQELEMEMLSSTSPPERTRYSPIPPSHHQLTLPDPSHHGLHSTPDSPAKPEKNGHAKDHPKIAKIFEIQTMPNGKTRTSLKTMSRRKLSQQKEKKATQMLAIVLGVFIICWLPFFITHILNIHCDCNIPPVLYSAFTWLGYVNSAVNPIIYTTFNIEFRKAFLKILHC
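Cells plated with tetracycline inducer and held overnight at 30 C; calcium dye loaded 30–90 min at room temperature; baseline taken, compound added and read 180 s; EC20 dopamine then added and read 180 s.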
D1 antagonist: blocks dopamine activation of the human D1 receptor; HEK293 TREx D1 cells, calcium flux, dopamine EC80; hits give low values; 3.2% of 360,000 active; activity change, negative = inhibition, % at 10 µM; AID 504652; P21728; in the data active = activity change below about -30%; note: % is set by controls: 0 for no effect and ±100 for the full control effect
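Allosteric or orthosteric antagonism assessed as attenuation of the calcium response to EC80 dopamine, added 180 s after compound, in induced HEK293 Trex D1 cells loaded with no-wash calcium dye.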
TRHR ag: activates the human TRH receptor | P34981 | TRHR cells, calcium flux fluo-8, FDSS agonist mode | activation, % at 2 µM | 0.18% of 360,000 active | AID 493084; in the data active = activation above about 30%; note: 0% is about no effect
Target sequence (P34981 whole entry, looked up): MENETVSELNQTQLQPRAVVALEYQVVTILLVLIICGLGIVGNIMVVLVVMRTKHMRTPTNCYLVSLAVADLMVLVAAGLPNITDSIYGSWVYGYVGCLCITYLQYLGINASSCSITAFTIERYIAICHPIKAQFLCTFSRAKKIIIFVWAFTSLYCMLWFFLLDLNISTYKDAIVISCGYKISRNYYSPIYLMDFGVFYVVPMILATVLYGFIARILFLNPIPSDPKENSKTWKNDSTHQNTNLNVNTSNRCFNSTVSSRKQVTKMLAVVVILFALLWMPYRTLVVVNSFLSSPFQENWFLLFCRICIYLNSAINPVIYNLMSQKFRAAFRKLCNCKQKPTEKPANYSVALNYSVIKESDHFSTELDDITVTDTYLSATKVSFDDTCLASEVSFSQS
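TRHR-expressing cells, plated overnight in medium with 10% serum, were loaded with fluo-8 calcium dye at room temperature. After a 10 s baseline, library compound was pin-added and calcium release was recorded kinetically (ex 480/em 530) as agonist response.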
TRHR enhancer: TRH receptor (human) allosteric enhancement; 0.66% of 360,000 active; enhancement, % at 2 µM; P34981; TRHR cells, fluo-8 calcium fluorescence, EC20 TRH enhancement; in the data active = enhancement above about 30%; note: 0% is about no effect
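TRHR-expressing cells loaded with fluo-8 calcium dye were read kinetically (ex 480/em 530) during compound addition, then stimulated with an EC20 of TRH (10 nM final). Enhancement of the Gq-mediated intracellular calcium response was scored.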
D1 ag: activates the human D1 dopamine receptor; HEK293 T-REx D1 cells, calcium flux, agonist mode; AID 504660; 1% of 360,000 active; P21728; activation, % at 2 µM; in the data active = activation above about 30%; note: 0% is about no effect
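Tetracycline-induced HEK293 TREx D1 cells, force-coupled to calcium signalling, were dye-loaded with a no-wash calcium kit. Compound was pin-added after a 10 s baseline. Fluorescence was read kinetically at 1 cycle/s for 180 s, with calcium rises flagged as agonism.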
D1 potentiator: enhances dopamine response at the human D1 receptor | AID 504651 | 0.036% of 360,000 active | potentiation, % at 10 µM | P21728 | HEK293 TREx D1 cells, calcium flux, dopamine EC20 potentiation; in the data active = potentiation above about 30%; note: 0% is about no effect
Numbers without * were called inactive; u = inconclusive; x = no result given; & = joins results of further samples; [ ] = another dose, or the depositor's remark. Unless noted, calls come from the whole dose curve; as a rule, active = well fitted curve in the direction sought with a large enough effect; inconclusive = small, poorly fitted or top-dose-only effect, or another doubt; inactive = no such curve, though single readings can be large; an effect the other way counts as inactive or inconclusive. Only part of the results is shown; rates above refer to the full screens.

SMILES	Apoferritin bind	RXFP1 antagonist	RXFP1 agonist	D2 PAM	D1 antagonist	TRHR ag	TRHR enhancer	D1 ag	D1 potentiator
COc1cc(/C=N/NC(=O)c2cc3ccccc3[nH]2)ccc1O	0%	-3	7.8%	-26	-14	0.2	-1	3	-9
COc1ccc(C[C@@H]2CN3C(=NC[C@@H]3C)N2C[C@H](C)NC(=O)CCC2CCCCC2)cc1	-6%	x	1.2%	-19	-7	-0.2	4	-5	-1
Cc1ccc(C)c2c1N(Cc1ccccc1)C(=O)C21OCCO1	-1%	-12	2.1%	-1	13	-0.1	8	1	-1
O=C(O)CNC(=O)c1cccc(C(F)(F)F)c1	-5%	5	-0.5%	6	1	0.1	4	7	-3
CCCOc1ccc(C(F)(F)F)cc1NS(=O)(=O)c1ccc(Cl)nc1	x	-7	-0.3%	6	3	0.2	2	7	-2
CCOc1cc(/C=N/NC(=O)OC)ccc1OCCSc1ccc(Cl)cc1	-5%	x	2.5%	-11	3	0.3	2	1	-2
Cc1ccc2c(CN(C)Cc3cccc(Cl)c3)cc(=O)oc2c1C	-6%	-19	-3.1%	5	1	-1.7	-5	18	4
O=C(O)C/C(=C\c1cc2c(cc1Br)OCO2)c1nc2ccccc2s1	-5%	-26	-0.3%	x	15	-0.9	0	2	-5
CCc1cc2c(NCc3ccco3)ncnc2s1	-10%	-9	-3.7%	2	-2	0.3	-7	3	-4
O=C(NCC1CCCN1S(=O)(=O)c1cccs1)C(=O)Nc1ccccc1Cl (stereo unspecified)	x	-4	2.0%	-4	-7	-0.1	1	6	-1
COc1ccc(C(=O)Nc2ccc3nc(N4CCCCC4)cc(C)c3c2)cc1OC	7%&1%	-6&-10	2.3%&0.3%	-2&19	7&5	-0.8&0.3	24&12	0&0	1&-2
Cc1ccc(S(=O)(=O)N2CCN(C(=O)c3cc4c(C)nn(-c5ccccc5C)c4s3)CC2)cc1	-8%	-7	-0.1%	-12	13	0.0	-6	1	-5
O=C(CSc1cc(Cl)ccc1Cl)NCC1CCCO1 (stereo unspecified)	-7%	2	18%	-8	0	-0.8	-8	2	-2
O=C(CN1CCC(O)(c2cccc(C(F)(F)F)c2)CC1)NCCc1ccccc1	-23%	-5	-0.5%	-8	1	-0.5	-3	13	-2
COc1ccc(S(=O)(=O)NC(C(C)C)C(C)C)cc1OC	-6%	-7	0.2%	-4	-8	-0.9	0	2	0
O=C(Oc1ccc2c(c1)OCO2)C12CC3CC(CC(C3)C1)C2	u	-22	0.4%	2	9	-1.0	-10	2	7
CCc1nc(C)cn1S(=O)(=O)c1ccc([N+](=O)[O-])cc1	-1%	-5	-0.8%	7	1	0.1	-1	6	2
CCOC(=O)C1CCN(C(=O)c2cc(S(=O)(=O)N3CCCCCC3)ccc2OC)CC1	x	-10	0.8%	10	14	-0.4	11	0	6
Cc1onc(-c2ccccc2Cl)c1C(=O)OCC(=O)Nc1cccc(S(=O)(=O)N2CCOCC2)c1	-12%	-18	2.4%	-3	-18	1.1	-6	12	0
Cc1ccc(C)c(NC(=O)CSC2=Nc3ccccc3N=C(c3ccc(F)cc3)C2)c1	-1%	x	-1.6%	6	0	0.7	-1	3	-1
Cc1nnc(SCC(=O)NNC(=O)COc2ccc(Br)cc2)n1C	x	4	0.3%	14	4	1.3	5	0	3
O=C(CN1CCN(S(=O)(=O)c2cccc(Cl)c2)CC1)N1CCCCC1	x	-3	0.2%	-14	-10	-0.5	-7	-1	-3
CC(=O)c1ccc(NC(=O)c2noc3c2CSc2ccccc2-3)cc1	-4%	-3	0.7%	4	4	-0.2	9	0	-3
O=C(CN1C(=O)NC2(CCCC2)C1=O)N1CCN(C(=O)c2ccco2)CC1	-6%	-1	-1.1%	-1	-13	0.4	0	1	-5
Cc1cc(-c2ccc(S(=O)(=O)Nc3cccc(C)c3C)s2)on1	u	-1	-1.4%	-10	9	0.0	-7	11	-6
SMILES	Apoferritin bind	RXFP1 antagonist	RXFP1 agonist	D2 PAM	D1 antagonist	TRHR ag	TRHR enhancer	D1 ag	D1 potentiator
COc1ccc(N=Nc2c(C)[nH][nH]c2=O)cc1	-13%	0	-3.3%	11	2	-0.1	0	1	3
CCOC(=O)C1CCN(C(=O)Cn2cc(C(=O)C3CC3)c3ccccc32)CC1	-2%	-15	2.5%	-5	-7	-0.3	2	-1	0
CN(Cc1ccccc1)C(=O)c1ccc(CSc2nc3cccnc3n2Cc2ccccc2F)cc1	-4%	-8	4.8%	4	-7	0.3	4	4	-4
Cc1ccc(C)c(NCc2n[nH]c(=S)n2-c2ccccc2)c1	-10%	-7	0.6%	-8	-3	0.1	14	1	3
COC(=O)c1ccc(CN2CCN(Cc3ccc(F)cc3)C(CCO)C2)cc1 (stereo unspecified)	-12%	7	-0.1%	-13	-12	-0.9	-6	0	-2
CCCC(=O)Nc1sc(C(=O)OC)c(C)c1C(N)=O	-10%	3	-0.2%	-7	-10	-0.1	-2	3	-1
COc1cc(Cl)ccc1OCc1cc(C(=O)NCC(C)c2ccccc2)no1 (stereo unspecified)	u	0	2.0%	-6	-22	1.0	-1	13	3
COc1ccc2oc(C(=O)OCC(=O)Nc3ccccc3OC)c(C)c2c1	x	-2	21%	20	2	-1.0	6	11	5
O=C(Cn1nnc(-c2ccccc2)n1)Nc1cccc(S(=O)(=O)N2CCCC2)c1	x	3	0.3%	-10	-25	-0.1	1	17	1
COC(=O)C(Cc1ccccc1)NC(=O)CC(C)CC(=O)Nc1ccc(OC)cc1OC (stereo unspecified)	-2%	-3	1.5%	13	0	-0.4	-2	2	4
Cc1ccc(C(=O)CC2C(=O)N(c3ccccc3)C(=S)N2c2ccccc2)cc1 (stereo unspecified)	-13%	-16	0.3%	5	5	0.5	-1	3	-4
O=c1[nH]cc(I)cc1I	4%	-4	15%	x	15	-0.3	-3	9	6
CN1C(=O)C(C)(C)c2cc(S(=O)(=O)N3CCN(c4ccccc4F)CC3)ccc21	-11%	8	1.2%	-1	5	0.2	3	1	-10
COc1ccc(C/C(N)=N/OC(=O)c2cccc([N+](=O)[O-])c2)cc1	10%	-3	-0.3%	9	2	0.5	1	3	3
COC(=O)c1scc(S(=O)(=O)C(C)(C)C)c1N	-5%	1	-1.9%	-13	-37*	-0.1	2	4	-1
C#CCOc1nc(C)cc(C)c1S(=O)(=O)c1ccccc1C	-13%	-10	2.8%	-10	-2	-0.3	-5	-1	-4
NC(=O)c1nsc(C(=O)N(c2ccc3c(c2)OCO3)C(C(=O)NCC2CCCO2)c2ccc(F)cc2)c1N (stereo unspecified)	0%	-19	0.3%	0	-77*	0.3	8	-1	-9
COc1ccc(CCN2CC(C(=O)NCCN3CCCC3=O)CCC2=O)cc1 (stereo unspecified)	-1%	-4	0.1%	12	-1	0.3	-1	2	2
CC(O)CNCCNCc1cccs1 (stereo unspecified)	0%	-9	0.4%	-2	-1	0.6	-1	1	-7
COc1ccc([C@]23Cc4cc(OC)c(OC)cc4C(O2)c2c(c4ccccc4oc2=O)O3)cc1	-23%[15.3 µM]	x	3.4%[11.5 µM]	x	-8	0.3	-2	2	-4
CCc1cccc2c(C#N)cn(CC(=O)NCc3ccco3)c12	4%	-4	-1.5%	24	1	-1.6	8	5	-1
CN(C)c1ccc(N=Nc2ccc(S(N)(=O)=O)cc2)cc1	5%	0	-3.3%	6	3	-2.5	20	4	-6
COc1ccc(NC(=O)Cc2csc(COc3cccc(C)c3)n2)cc1OC	u	-9	1.6%	13	-13	-0.5	-1	2	-1
CC(=O)N1c2ccc(S(=O)(=O)NCC3CCC(C(=O)Nc4cccc(C)c4C)CC3)cc2CC1C (stereo unspecified)	60%[activator]	-24	-1.5%	-4	4	-0.3	6	3	-5
CC(C)CCNC(=O)c1c(CSc2ccccc2)noc1C(=O)NCc1ccccc1	-8%	x	-3.2%	-2	11	2.2	-1	25	-1

Reformatted with each value named: two of the compounds above
SMILES: O=C(CN1CCC(O)(c2cccc(C(F)(F)F)c2)CC1)NCCc1ccccc1
  Apoferritin bind = -23% | RXFP1 antagonist = -5 | RXFP1 agonist = -0.5% | D2 PAM = -8 | D1 antagonist = 1 | TRHR ag = -0.5 | TRHR enhancer = -3 | D1 ag = 13 | D1 potentiator = -2
SMILES: CCCOc1ccc(C(F)(F)F)cc1NS(=O)(=O)c1ccc(Cl)nc1
  Apoferritin bind = x | RXFP1 antagonist = -7 | RXFP1 agonist = -0.3% | D2 PAM = 6 | D1 antagonist = 3 | TRHR ag = 0.2 | TRHR enhancer = 2 | D1 ag = 7 | D1 potentiator = -2

Next results
SMILES	Apoferritin bind	RXFP1 antagonist	RXFP1 agonist	D2 PAM	D1 antagonist	TRHR ag	TRHR enhancer	D1 ag	D1 potentiator
CC1CC(C)CN(C(=O)COC(=O)c2ccc(Cl)nc2)C1 (stereo unspecified)	x	12	1.4%	-8	-18	0.7	45*	1	-5
CCOc1ccc(CNC(=O)c2ccc(NC(=O)c3nsc4ccccc34)cc2)cc1	-6%	2	12%	-8	-1	0.5	-1	7	1
CCN(C(=O)COC(=O)c1ccc(F)c(S(=O)(=O)N2CCOCC2)c1)C1CCS(=O)(=O)C1 (stereo unspecified)	-1%	-8	-0.5%	6	-3	0.3	-15	-1	2
O=[N+]([O-])c1ccccc1/C=N/NC1=NCCCCC1	-3%	7	1.8%	13	0	-0.1	4	0	-3
C=CCNC(=O)C1(S(=O)(=O)c2ccccc2)CC=CC1	2%	x	-1.1%	-7	-1	0.2	-2	0	-4
Cc1cc(NC(=O)c2cccc3c2C(=O)N(C2CCCCC2)C3)ccc1Br	-1%	-16	-1.1%	2	7	0.5	6	1	0
CCOC(=O)C(NC(=O)NCc1cccc(C(F)(F)F)c1)(OCC)C(F)(F)F (stereo unspecified)	-18%	9	0.6%	-9	0	1.1	11	1	0
COc1ccccc1-c1c(C)oc2cc(OC(=O)c3ccco3)ccc2c1=O	-13%	-9	0.1%	1	-9	-1.1	-5	7	-7
Cc1c(C(=O)N(Cc2ccncc2)CC2CCCO2)oc2c(F)cccc12 (stereo unspecified)	-9%	-2	-1.1%	18	6	-0.1	0	0	-5
O=c1c2ccccc2cnn1-c1ccc2ccccc2c1	u	4	3.7%	0	-8	0.1	2	-2	2
COc1ccccc1OC(C)C(=O)Nc1ccc2c(c1)n(C)c(=O)n2C (stereo unspecified)	-8%	-5	-3.2%	12	-3	0.7	-1	2	0
Cc1ccc2c(c1)cc1c(=O)n(CC(=O)N3CCCCC3)nc(C)n12	-10%	3	-1.4%	5	19	-0.3	8	-1	-1

From PubChem
